From PubChem
CYP2C19 inh: human CYP2C19 inhibition | inhibition, % at 5 µM | CYP2C19 Supersomes, luciferin-H EGE luminescence, 30 min | hit rate 21% among 96,000 | AID 778;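 active = CYP2C19 inhibition above a set limit at 5 µM in the primary screen, cut at about 50% in these data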;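 also: plate controls were negative control wells for no effect and 2.5 mM tranylcypromine positive control for full effect; values of inactives mirror those of a sister screen read the other way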
Target sequence (P33261 whole entry, looked up): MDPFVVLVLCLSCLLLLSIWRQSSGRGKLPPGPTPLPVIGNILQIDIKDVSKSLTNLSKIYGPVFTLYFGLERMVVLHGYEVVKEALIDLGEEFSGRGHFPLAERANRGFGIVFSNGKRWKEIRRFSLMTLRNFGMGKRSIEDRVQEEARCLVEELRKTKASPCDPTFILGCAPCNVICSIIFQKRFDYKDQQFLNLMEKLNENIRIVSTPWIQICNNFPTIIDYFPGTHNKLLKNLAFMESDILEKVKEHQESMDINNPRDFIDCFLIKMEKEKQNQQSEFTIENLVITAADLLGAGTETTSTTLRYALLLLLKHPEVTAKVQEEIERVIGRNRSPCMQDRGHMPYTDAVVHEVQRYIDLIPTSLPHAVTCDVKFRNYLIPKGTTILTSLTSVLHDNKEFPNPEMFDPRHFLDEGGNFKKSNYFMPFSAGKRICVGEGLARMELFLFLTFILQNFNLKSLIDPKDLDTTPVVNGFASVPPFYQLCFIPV
HUVEC tox TNFa: HUVEC cytotoxicity counter-screen, TNF alpha stimulated | HUVEC TNFalpha-stimulated, Hoechst cell count, imaging | cell count reduction, % at 2 µM | hit rate 0.17% among 93,000 | AID 848;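 active = cell count reduction exceeding the screen mean by over 5 SD, scaled to untreated wells per plate, cut at about 78% in these data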;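 also: cells counted after 24 h of TNF alpha exposure following the 1 h pretreatment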
CYP2C9 inhib: inhibitors of human CYP2C9; P11712; CYP2C9 Supersomes, luciferin-H conversion, luminescence; inhibition, % at 5 µM; hit rate 20% among 96,000; AID 777;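 active = blocking of liver enzyme CYP2C9 beyond about 50% at 5 µM, limit read from the data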; also: values of inactives mirror those of a sister screen read the other way
HUVEC tox IL1B: toxic to HUVEC cells under IL-1B stimulation | HUVEC cell count loss, Hoechst imaging, IL-1B stimulated | cell count reduction, % at 2 µM | hit rate 0.41% among 94,000;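 active = cell count reduction more than 3 SD above the screen-wide mean, cut at about 70% in these data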;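 also: normalized per plate to untreated control cells as the no-loss baseline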
VCAM1 TNFa inh: reduces TNF alpha induced VCAM1 expression in HUVEC; hit rate 0.48% among 95,000; HUVEC TNFa-induced VCAM-1 immunofluorescence, high-content imaging; AID 802; inhibition, % at 2 µM;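 active = inhibition above the batch mean plus 3 SD, with images confirmed as a hit by eye, cut at about 37% in these data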;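 also: 0% = TNF-stimulated DMSO wells and 100% = unstimulated control wells; not every result past the cut was called active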
CYP2C19 activ: increases human CYP2C19 enzyme activity. P33261. recombinant CYP2C19, luciferin-H EGE luminescence; active compounds read high; 0 = fully inhibited enzyme, 1 = untreated enzyme. activation factor at 5 µM. AID 1025. 96,000 tested, under 10 active;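 active = activation factor of at least 2 at 5 µM in the primary screen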;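 also: 0 = wells with 2.5 mM tranylcypromine and 1 = vehicle-only wells; values of inactives mirror those of a sister screen read the other way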
CYP2C9 act: activators of human CYP2C9; hit rate 1.4% among 96,000; recombinant CYP2C9, luciferin-H conversion, luminescence; active compounds read high; factor 1 = untreated enzyme, 0 = blocked; activation factor at 5 µM;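 active = activation factor of 2 or more for CYP2C9 at a 5 µM dose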;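 also: 0 = sulfaphenazole-blocked wells and 1 = vehicle-only wells; values of inactives mirror those of a sister screen read the other way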
Candida biofilm: kills Candida albicans biofilms; C. albicans biofilm + clotrimazole, Alamar Blue; inhibition, % at 6 µM; hit rate 0.14% among 85,000; AID 834;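 active = inhibition above 20%; inactive = inhibition below 20%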;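 also: preformed 24 hr biofilms exposed to compound for 48 hr; 0% = biofilm without compound and 100% = blank killed by clotrimazole plus chlorhexidine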
DAT uptake mod: modulates human dopamine transporter uptake under cocaine; Q01959; LLC-PK1 hDAT cells, [14C]-dopamine uptake with cocaine IC80; actives deviate in either direction; B-score at 10 µM; hit rate 1.3% among 110,000;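 active = Z score or B-score, a plate-position-corrected score, falls beyond the plate's 99.7% confidence bounds, in either direction; inactive = both scores lie inside the 99.7% bounds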;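 also: scored against the spread of the other compound wells on the same plate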
Target sequence (Q01959 whole entry, looked up): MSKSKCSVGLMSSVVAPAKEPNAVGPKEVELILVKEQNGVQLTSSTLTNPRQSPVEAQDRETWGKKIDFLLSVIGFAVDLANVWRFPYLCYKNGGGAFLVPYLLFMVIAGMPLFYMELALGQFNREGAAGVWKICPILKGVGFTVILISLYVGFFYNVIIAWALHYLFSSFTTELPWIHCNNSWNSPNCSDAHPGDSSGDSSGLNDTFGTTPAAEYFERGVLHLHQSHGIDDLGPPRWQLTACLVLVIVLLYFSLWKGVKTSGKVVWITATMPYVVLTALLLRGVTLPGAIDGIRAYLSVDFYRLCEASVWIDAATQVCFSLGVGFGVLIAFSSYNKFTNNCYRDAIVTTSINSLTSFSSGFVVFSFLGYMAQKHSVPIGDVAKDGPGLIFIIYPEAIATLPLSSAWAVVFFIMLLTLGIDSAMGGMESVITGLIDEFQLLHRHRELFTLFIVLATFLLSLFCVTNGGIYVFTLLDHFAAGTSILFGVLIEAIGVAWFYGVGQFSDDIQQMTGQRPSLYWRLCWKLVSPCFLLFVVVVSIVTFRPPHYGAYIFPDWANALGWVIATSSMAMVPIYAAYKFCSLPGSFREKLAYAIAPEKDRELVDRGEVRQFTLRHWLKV
Numbers without * were called inactive; / = not tested or not shown.

entry	SMILES	CYP2C19 inh	HUVEC tox TNFa	CYP2C9 inhib	HUVEC tox IL1B	VCAM1 TNFa inh	CYP2C19 activ	CYP2C9 act	Candida biofilm	DAT uptake mod
1	O=C(Nc1nc(-c2cccs2)c(-c2ccccc2)s1)c1ccco1	66*	-15	96*	11	53	0.3	0	7	2
2	O=C(Nc1ccccc1)ON=C1c2ccccc2-c2ccccc21	23	-11	72*	-1	2	0.8	0.3	/	0.81
3	COc1ccc(NC(=O)Cn2cc(C(=O)c3ccco3)c3ccccc32)cc1	-11	-18	10	-6	-8	1.1	0.9	6	0.021
4	Cc1cc(Cl)c(S(N)(=O)=O)cc1OCC(N)=O	-5	-18	-4	-27	-9	1.1	1	6	0.38
5	CN(/C=C/C(=O)C(F)(F)C(F)(F)F)Cc1ccccc1	62*	-11	10	-9	0	0.4	0.9	/	-1.2
6	Cc1ccc(C(C#N)c2ccc(C(=O)c3ccc(F)cc3)cc2)cc1 (stereo unspecified)	46	3	60*	0	3	0.5	0.4	1	-0.035
7	CSc1nc2ccccc2cc1/C=C(\C#N)c1ccc(Cl)c(Cl)c1	1	-16	0	7	18	1	1	/	-0.27
8	CC(=O)N1CCN(S(=O)(=O)c2cccc(C(=O)Nc3ccc4c(c3)CCC4)c2)CC1	/	13	/	18	13	/	/	1	0

Going on with the list:
entry	SMILES	CYP2C19 inh	HUVEC tox TNFa	CYP2C9 inhib	HUVEC tox IL1B	VCAM1 TNFa inh	CYP2C19 activ	CYP2C9 act	Candida biofilm	DAT uptake mod
9	CC(C)CSc1nc(N2CCOCC2)c2c(c1C#N)CC(C)(C)SC2	26	-34	87*	-60	18	0.7	0.1	2	0.049
10	CC(C)OC(=O)N(C)c1ccc(C(O)(C(F)(F)F)C(F)(F)F)cc1	85*	-11	75*	10	-7	0.1	0.2	1	0.077
11	Cc1ccc(-c2nc(CS(=O)CC(=O)NCCN3CCOCC3)c(C)o2)cc1 (stereo unspecified)	28	/	49	/	/	0.7	0.5	2	-0.89
12	CCN(CC)S(=O)(=O)c1ccc(OC)c(NS(=O)(=O)c2ccc(F)cc2)c1	39	-17	15	-23	-2	0.6	0.9	/	0.0032
13	COC(=O)c1ccc(CSc2nnc(CNC(=O)c3ccccc3F)o2)o1	17	-16	18	-31	13	0.8	0.8	8	0.96
14	Cc1ccccc1CSCC(=O)NC(=O)NC(C)(C)C	56*	/	62*	/	/	0.4	0.4	9	0.63
15	COCCN(C(=O)CC(C)(C)C)c1nnc(-c2cccnc2)s1	/	-10	/	-10	-20	/	/	6	1.1
16	O=C(NCc1ccccc1)C(c1cccs1)N(C(=O)c1csnn1)C1CC1 (stereo unspecified)	30	-7	8	-26	-9	0.7	0.9	10	-0.84

Next part.
entry	SMILES	CYP2C19 inh	HUVEC tox TNFa	CYP2C9 inhib	HUVEC tox IL1B	VCAM1 TNFa inh	CYP2C19 activ	CYP2C9 act	Candida biofilm	DAT uptake mod
17	CCOC(=O)Cc1csc(NC(=O)c2sc3nc4ccc(CC)cc4cc3c2N)n1	41	-14	63*	-30	10	0.6	0.4	/	-1.2
18	c1ccc2nc(-c3nc4ccccc4[nH]3)ccc2c1	40	/	10	/	/	0.6	0.9	1	-0.37
19	CC(C)OC(=O)CSc1nnc(-c2cnccn2)n1Cc1ccco1	-12	5	25	-30	13	1.1	0.7	6	0.22
20	COc1ccc(CCN2C(=S)NC3CC2(C)Oc2ccc([N+](=O)[O-])cc23)cc1OC (stereo unspecified)	0	1	72*	2	-26	1	0.3	5	-0.57
21	COCCn1nnnc1CN(Cc1cccnc1)Cc1cc2cc(OC)ccc2[nH]c1=O	25	/	11	/	/	0.7	0.9	2	-0.017
22	COc1cccc(N2CCN(C(=S)NCCc3ccccc3)CC2)c1	5	-22	8	-20	6	0.9	0.9	/	-0.43
23	CCOC(=O)c1cc(C#N)c(Oc2cccc(C(F)(F)F)c2)nc1-c1ccccc1	13	-8	29	-6	0	0.9	0.7	/	0.00014
24	CC(=O)NCCc1nc2ccccc2n1Cc1ccc(C)cc1	69*	-56	42	3	-1	0.3	0.6	8	-0.56

Remaining list, next part
entry	SMILES	CYP2C19 inh	HUVEC tox TNFa	CYP2C9 inhib	HUVEC tox IL1B	VCAM1 TNFa inh	CYP2C19 activ	CYP2C9 act	Candida biofilm	DAT uptake mod
25	CCN(CC)c1ccc(/C=c2/sc3nnc(-c4ccccc4C)n3c2=O)cc1	4	-14	6	-12	11	1	0.9	3	0.23
26	CCOC(=O)c1cc(=O)cc(C(=O)OCC)o1	26	2	0	-16	3	0.7	1	1	-2.1
27	COC(=O)c1[nH]c2ccc(Br)cc2c1NC(=O)Oc1ccccc1	7	-20	4	0	-3	0.9	1	5	-0.65
28	Fc1ccc(C2=Nn3c(nnc3-c3n[nH]c4c3CCC4)SC2)cc1	33	-14	28	-4	-14	0.7	0.7	9	1.1
29	COC(=O)N1CCN(c2ccc(Cl)c(Cl)c2)CC1	66*	-2	28	0	-12	0.3	0.7	6	-0.074
30	O=C(NCc1ccco1)C(c1cccs1)N(C(=O)Cc1cccs1)c1ccccc1 (stereo unspecified)	7	0	-4	5	3	0.9	1	4	-0.61
31	O=C(COC(=O)c1ccc(Oc2ccccc2)cc1)Nc1nnc(-c2ccccc2)o1	34	/	89*	/	/	0.7	0.1	3	0.32
32	N#Cc1c(NC(=O)C2CC(c3ccccc3Cl)=NO2)sc2c1CCC2 (stereo unspecified)	7	-2	50	-44	2	0.9	0.5	/	-0.17

(next part)
entry	SMILES	CYP2C19 inh	HUVEC tox TNFa	CYP2C9 inhib	HUVEC tox IL1B	VCAM1 TNFa inh	CYP2C19 activ	CYP2C9 act	Candida biofilm	DAT uptake mod
33	CCCC1=C(C(=O)OCC)C(c2ccccc2OCC)NC(=O)N1C (stereo unspecified)	81*	-22	81*	0	8	0.2	0.2	-5	-0.11
34	O=C(Nc1ccc(Cn2cccn2)cc1)c1ccc(COc2ccccc2Br)cc1	4	-9	36	12	4	1	0.6	/	0.26
35	CCOc1ccc(NC(=O)c2ccccc2CO)cc1	8	-16	-7	5	-5	0.9	1.1	7	1.1
36	COc1ccc(F)cc1S(=O)(=O)N1CCN(Cc2ccc3c(c2)OCO3)CC1	56*	-12	28	2	22	0.4	0.7	8	0.31
37	COc1ccc(Cn2c(CCC(=O)N3CCN(c4ccccn4)CC3)nc3ncccc3c2=O)cc1	29	5	43	-24	-6	0.7	0.6	3	0.64
38	Cc1ccc(O)c(-c2cc(C(=O)Nc3ccc(S(=O)(=O)N4CC(C)OC(C)C4)cc3)[nH]n2)c1 (stereo unspecified)	-2	-12	23	-16	18	1	0.8	14	-0.19
39	COc1ccc(NC2CC(=O)N(c3ccccc3)C2=O)cc1 (stereo unspecified)	55*	-30	-3	-10	15	0.5	1	1	1.7
40	CCCSc1nc(C)cc(C)c1S(=O)(=O)c1ccccc1C	26	42	-81	-12	8	0.7	1.8	/	/

Part of the list above, as labelled records:
37	COc1ccc(Cn2c(CCC(=O)N3CCN(c4ccccn4)CC3)nc3ncccc3c2=O)cc1
  CYP2C19 inh = 29
  HUVEC tox TNFa = 5
  CYP2C9 inhib = 43
  HUVEC tox IL1B = -24
  VCAM1 TNFa inh = -6
  CYP2C19 activ = 0.7
  CYP2C9 act = 0.6
  Candida biofilm = 3
  DAT uptake mod = 0.64

38	Cc1ccc(O)c(-c2cc(C(=O)Nc3ccc(S(=O)(=O)N4CC(C)OC(C)C4)cc3)[nH]n2)c1 (stereo unspecified)
  CYP2C19 inh = -2
  HUVEC tox TNFa = -12
  CYP2C9 inhib = 23
  HUVEC tox IL1B = -16
  VCAM1 TNFa inh = 18
  CYP2C19 activ = 1
  CYP2C9 act = 0.8
  Candida biofilm = 14
  DAT uptake mod = -0.19

Continued.
entry	SMILES	CYP2C19 inh	HUVEC tox TNFa	CYP2C9 inhib	HUVEC tox IL1B	VCAM1 TNFa inh	CYP2C19 activ	CYP2C9 act	Candida biofilm	DAT uptake mod
41	COCCN1Cc2cccc(C(=O)NC(C)c3cccs3)c2C1=O (stereo unspecified)	63*	-28	28	-31	-5	0.4	0.7	1	0.055
42	CCOC(=O)CNC(=O)CSc1nc(N(C)C)nc(N2CCOCC2)n1	84*	-16	22	-2	-3	0.2	0.8	-1	-0.39
43	N#Cc1ccc(OCC(=O)NCCc2ccc(S(N)(=O)=O)cc2)cc1	8	-35	8	21	-17	0.9	0.9	-4	-0.79
44	COc1cccc(C2=NOC(C(=O)Nc3ccccc3SC)C2)c1 (stereo unspecified)	63*	-11	-147	-5	-2	0.4	2.5*	2	0.68
45	CCC(C)[C@H](NC(=O)Nc1ccc(C(C)=O)cc1)C(=O)OC (stereo partly specified)	4	-3	-7	-2	23	1	1.1	3	2.2
46	CCOC(=O)C1CCN(c2ncnc3c2cnn3-c2ccccc2)CC1	36	-1	34	/	11	0.6	0.7	4	1
47	O=C(NCc1ccco1)C1(c2ccccc2)CCCC1	57*	-14	35	-13	16	0.4	0.6	10	-0.0061
48	COc1ccc(Cn2c(=O)sc3ccccc32)cc1OC	100*	-21	29	1	9	0	0.7	8	-1.2

Additional structures follow.
entry	SMILES	CYP2C19 inh	HUVEC tox TNFa	CYP2C9 inhib	HUVEC tox IL1B	VCAM1 TNFa inh	CYP2C19 activ	CYP2C9 act	Candida biofilm	DAT uptake mod
49	CCn1c(COc2ccc(C)cc2)nnc1SCC(=O)C(C)(C)C	50	-26	51*	-74	-9	0.5	0.5	-3	-0.81
50	Cc1[nH]c2ccccc2c1/C=N/Nc1nc(Nc2ccc(F)cc2)nc(N2CCOCC2)n1	1	-4	-25	-18	10	1	1.3	/	-0.22
51	O=C(Nc1ccc(S(=O)(=O)Nc2nccs2)cc1)C1CCCCC1	-16	/	1	/	/	1.2	1	2	0.33
52	COc1ccccc1NC(=O)CSc1ncn(-c2ccccc2)n1	76*	-7	19	-13	5	0.2	0.8	3	-1.2
53	Cn1c(=O)cc(SCC(=O)N2CCCC2)c2cc(Cl)ccc21	-8	/	0	/	/	1.1	1	-1	0.065
54	O=c1[nH]c(SCc2nc3c(cnn3-c3ccccc3)c(=O)[nH]2)nc2ccccc12	41	-19	44	/	21	0.6	0.6	/	0.48
55	FC(F)(F)c1cccc(Oc2ccc3c(C(F)(F)F)cc(C(F)(F)F)nc3n2)c1	11	8	26	9	-14	0.9	0.7	/	0.7
56	COc1ccccc1C1C=C(c2ccc(C)cc2)Nc2nnnn21 (stereo unspecified)	85*	-11	71*	-35	7	0.1	0.3	8	-0.59

Next results follow.
entry	SMILES	CYP2C19 inh	HUVEC tox TNFa	CYP2C9 inhib	HUVEC tox IL1B	VCAM1 TNFa inh	CYP2C19 activ	CYP2C9 act	Candida biofilm	DAT uptake mod
57	Cc1nnc2n1NC(c1ccc(Cl)cc1)C(C(=O)N(C)C1CCCCC1)S2 (stereo unspecified)	28	-20	19	8	-12	0.7	0.8	7	0.52
58	COc1cccc(C(=O)N2CCN=C2SCc2cccnc2)c1OC	86*	-76	42	6	12	0.1	0.6	0	0.94
59	Cc1cccc(N2CCN(S(=O)(=O)c3ccc(S(=O)(=O)N4CCCC4)cc3)CC2)c1C	8	-22	24	-17	-8	0.9	0.8	1	/
60	O=C(Nc1ccc(Cl)cc1)C1CCC(=O)N1Cc1ccccc1Cl (stereo unspecified)	79*	8	91*	12	-2	0.2	0.1	/	0.072
61	CCn1c(COc2cccc3cccnc23)nnc1SCC(=O)O	-4	-13	0	-93	25	1	1	-4	-0.058
62	CC1=C(C)CC(C(=O)Nc2ccc(C(N)=O)cc2)C(C(=O)O)C1 (stereo unspecified)	-3	-9	23	5	0	1	0.8	/	-0.24
